Bioassay records from PubChem BioAssay.
TDP2 inh: human TDP2 enzyme inhibitors, primary screen, biochemical, epi absorbance, recombinant enzyme. actives 0.34% (n = 370,000). T5PNP hydrolysis, p-nitrophenol absorbance 415 nm. Tyrosyl-DNA phosphodiesterase 2 (Homo sapiens), O95551. AID 720702, 2013. inhibition, % at 12.8 µM;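 active = inhibition above the mean of all tested compounds plus 3 SD, set per campaign, cut at about 25% in these data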;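 also: 0% = DMSO with enzyme and 100% = buffer with substrate but no TDP2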
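Assay system: Recombinant human TDP2 | Quantity: 120 nM TDP2 per well | Incubation: 2 h at 37 °C | Signal: Epi absorbance | Evaluation: Percent inhibition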
ASAP1 GAP inh: inhibitors of human ASAP1 ArfGAP activity, primary screen, biochemical, fluorescence polarization; actives 0.19% (n = 360,000); ASAP1-stimulated ARF1 GTP hydrolysis, GDP FP detection; Arf-GAP with SH3 domain, ANK repeat and PH domain-containing protein 1 (Homo sapiens), …; inhibition, % at 16.5 µM; in the data active = inhibition above about 25%;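 also: 0% = vehicle with enzyme and substrate and 100% = no enzyme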
Target sequence (Q9ULH1 325-724 limits assumed): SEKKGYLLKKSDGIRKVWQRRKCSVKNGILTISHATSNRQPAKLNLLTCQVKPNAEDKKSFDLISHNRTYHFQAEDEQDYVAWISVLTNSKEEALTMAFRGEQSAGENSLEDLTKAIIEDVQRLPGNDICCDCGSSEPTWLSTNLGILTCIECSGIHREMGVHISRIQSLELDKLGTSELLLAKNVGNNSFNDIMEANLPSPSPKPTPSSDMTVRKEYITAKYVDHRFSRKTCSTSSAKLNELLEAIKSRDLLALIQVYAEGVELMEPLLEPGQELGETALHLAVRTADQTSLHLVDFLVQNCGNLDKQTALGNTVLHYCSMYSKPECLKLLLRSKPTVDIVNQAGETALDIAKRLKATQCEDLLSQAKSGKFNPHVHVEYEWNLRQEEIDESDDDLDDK
ADAM17 inh: ADAM17 inhibitors, primary screen, biochemical, QFRET; Disintegrin and metalloproteinase domain-containing protein 17 (Homo sapiens), P78536; recombinant ADAM17, EDANS/DABCYL FRET peptide cleavage; inhibition, % at 6.95 µM; actives 0.83% (n = 370,000); AID 720648, 2013;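 active = inhibition above the mean of compounds lying between control limits plus 3 SD, set per campaign, cut at about 8.5% in these data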;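 also: 0% = DMSO-only wells as the low control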
ARFGAP1 inh: inhibitors of rat ARFGAP1 GAP activity, primary screen, biochemical, fluorescence polarization, GDP tracer; ADP-ribosylation factor GTPase-activating protein 1 (Rattus norvegicus), Q62848; Arfgap1-stimulated ARF1 GTP hydrolysis, GDP FP detection; inhibition, % at 16.5 µM; actives 0.26% (n = 360,000); AID 651572, 2012;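 active = inhibition above a per-plate limit, mean inhibition of low control wells plus 3 SD, cut at about 25% in these data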;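 also: 0% = DMSO wells with enzyme and 100% = wells lacking Arfgap1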
Target sequence (Q62848 1-136 limits assumed): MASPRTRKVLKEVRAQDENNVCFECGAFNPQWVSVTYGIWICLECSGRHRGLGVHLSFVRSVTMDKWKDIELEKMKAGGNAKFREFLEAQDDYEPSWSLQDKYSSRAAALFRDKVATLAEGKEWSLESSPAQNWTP
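System: truncated rat Arfgap1 GAP domain / Medium: HEPES-based buffer, pH 7.5 / Also added: N-terminally truncated human ARF1-GTP substrate / Incubation: enzyme reaction 120 min at 25 °C after 20 min preincubation / Measured by: FP of antibody-bound GDP Alexa 633 tracer, ex 620/em 688 nm / Replicates: singlicate, each compound tested once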
PLC-gamma1 inh: PLC-gamma1 enzyme inhibitors, primary screen, biochemical, fluorescence, purified enzyme; fluorogenic substrate; inhibition, % at 12.2 µM; actives 0.84% (n = 370,000); in the data active = inhibition above about 9.5%
DDE Tn6 FP inh: inhibitors of Tn6 peptide binding to fibrin DD(E), primary screen, biochemical, fluorescence polarization, human fibrin, Tn6 probe; Fibrinogen beta chain (Homo sapiens), P02675; Fibrin DD(E) TRITC-Tn6 fluorescence polarization displacement; inhibition, % at 8.3 µM; actives 0.21% (n = 370,000); AID 720509, 2013;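 active = inhibition above a per-campaign cutoff: mean of compounds within control limits plus 3 SD, cut at about 15% in these data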;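 also: 0% = median of all compound wells on the plate and 100% = blocking peptide control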
Target sequence (P02675 whole entry, looked up): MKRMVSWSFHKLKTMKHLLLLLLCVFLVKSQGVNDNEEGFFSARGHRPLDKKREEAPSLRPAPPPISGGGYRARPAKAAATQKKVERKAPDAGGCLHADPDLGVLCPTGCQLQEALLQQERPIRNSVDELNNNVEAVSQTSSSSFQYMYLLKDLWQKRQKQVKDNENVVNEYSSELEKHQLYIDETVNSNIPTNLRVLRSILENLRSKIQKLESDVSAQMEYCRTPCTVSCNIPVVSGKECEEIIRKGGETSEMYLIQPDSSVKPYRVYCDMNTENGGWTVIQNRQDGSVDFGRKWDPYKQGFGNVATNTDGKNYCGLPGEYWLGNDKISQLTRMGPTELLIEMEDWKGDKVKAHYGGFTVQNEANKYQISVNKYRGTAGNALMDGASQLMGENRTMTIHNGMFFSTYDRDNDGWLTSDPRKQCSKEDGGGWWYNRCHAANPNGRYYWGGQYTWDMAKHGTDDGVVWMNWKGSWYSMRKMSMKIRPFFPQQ
SIAE primary: human SIAE inhibitors, primary screen, biochemical, fluorescence polarization, FP-Rh probe, 1536-well HTS; actives 0.69% (n = 370,000); inhibition, % at 9.66 µM; SIAE FP-Rh probe binding; Sialate O-acetylesterase (Homo sapiens), Q9HAT2;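 active = inhibition above a cutoff: mean of compounds within the control limits plus 3 SD of those, cut at about 17% in these data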;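 also: 0% = plate median of compound wells and 100% = probe without SIAE protein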
ADAM10 inh: human ADAM10 inhibitors, primary screen, biochemical, QFRET, HTS | inhibition, % at 7 µM | actives 0.62% (n = 370,000) | recombinant ADAM10, EDANS/DABCYL FRET peptide cleavage, 3 h;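 active = inhibition above a per-campaign cutoff equal to the mean of compounds falling between control-based bounds plus 3 SD, cut at about 20% in these data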;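 also: 0% = DMSO wells while the 100% control is not disclosed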
DDE Tn7 FP inh: inhibitors of Tn7 peptide binding to fibrin DD(E), primary screen, biochemical, fluorescence polarization, human fibrin, Tn7 probe | FP displacement of FITC-Tn7 peptide from fibrin DD(E); 0% = median of compound wells per plate | inhibition, % at 8.3 µM | actives 0.13% (n = 370,000);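 active = inhibition above the mean of compounds falling within the control limits plus 3 SD of them, cut at about 14% in these data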;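 also: 0% = plate median of compound wells and 100% = 10 µM Aha-Tn7 peptide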
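Measure: % inhibition scaled between sample-field median and high-control FP; Test system: human fibrin DD(E); Quantity: 2 µM final DD(E) protein; Doses: one dose, 8.3 µM nominal; Schedule: compound with protein 10 min, then 3 h after probe, room temperature; Detection: fluorescence polarization; Medium: Tris buffer with calcium and detergent, pH 7.8.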
PLCb3 inh: human PLC-beta3 inhibitors, primary screen, biochemical, fluorescence; inhibition, % at 12.2 µM; 1-phosphatidylinositol 4,5-bisphosphate phosphodiesterase beta-3 (Homo sapiens), Q01970; actives 0.18% (n = 370,000); Purified PLC-beta3, fluorogenic substrate; in the data active = inhibition above about 11%;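 also: 0% = median of compound wells on plate and 100% = full blocker control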
* marks the source's active call; other numbers are inactive results; i = inactive; · = no result given.

Order of values: TDP2 inh	ASAP1 GAP inh	ADAM17 inh	ARFGAP1 inh	PLC-gamma1 inh	DDE Tn6 FP inh	SIAE primary	ADAM10 inh	DDE Tn7 FP inh	PLCb3 inh
1. O=C(CN1C(=O)c2ccccc2C1=O)Nc1ccc(Cl)cn1
    -15	-8	5	6	8	-4	-1	11	-10	4
2. COc1cccc(Oc2ccc(N)cc2)c1
    0	5	-4	9	0	6	6	-50	5	-1
3. COC(=O)c1ccc2c(=O)n(-c3ccccc3F)c(=S)[nH]c2c1
    5	6	-22	-3	-15	4	5	-48	-3	-31
4. CCc1ccc(OCCCC(=O)Nc2ccc(S(=O)(=O)Nc3cc(C)nc(C)n3)cc2)cc1
    -17	3	5	-1	9	-1	1	8	-8	-4
5. Cc1onc(-c2ccccc2)c1C(=O)N=C(N)c1ccc(Cl)cc1
    5	0	-4	13	-2	-11	-8	-7	-1	-8
6. O=C(NC1CCC1)c1ccc(C#Cc2cccc(F)c2)c[n+]1[O-]
    8	·	-5	·	-1	6	-1	-15	8	-2
7. CCOC(=O)C1CCN(C(=O)CN(Cc2ccccc2)S(C)(=O)=O)CC1
    5	-3	0	9	-2	0	0	8	0	1
8. COCCn1c(-c2ccc(OC)cc2)cnc1SCC(=O)Nc1cc(C)on1
    2	-3	-4	3	-1	-2	3	13	-1	0
9. COCCCNC(=O)c1cc(C)nc2ccc(F)cc12
    18	1	-8	-4	-3	-6	-2	-2	7	1
10. CCOC(=O)C1=C(C)c2ccccc2OC1(CC)C(=O)OCC (stereo not drawn)
    -1	-6	-1	0	1	1	-1	-1	6	-3
11. C#CCNC(=O)C1=C[C@@H](c2csc3ccccc23)[C@H](CCCO)[C@@H](OCC)O1
    2	11	-2	5	-2	6	0	3	5	-3
12. CCCCOc1ccccc1NC(=O)CSc1nnnn1C(C)(C)C
    -4	-11	0	-4	0	2	10	2	3	5
13. COCC(C)NC(=O)COc1ccc(Cl)cc1Cl (stereo not drawn)
    -8	-8	-4	-1	-2	2	3	-2	-2	5
14. Cc1ccn2c(NC3CCCCC3)c(C(C)C)nc2c1
    2	0	-6	3	-36	-1	0	-17	-10	-52
15. CC(=N\NC(=O)c1ccc([N+](=O)[O-])cc1)/C(=N/O)C(=O)Nc1ccccc1
    -12	-5	-3	9	0	-1	7	-2	16*	-7
16. Cc1cnc(C(=O)Nc2ccccc2-c2nnn(CC(=O)NC3CCCC3)n2)cn1
    4	0	-3	-1	4	5	2	2	-2	2
17. O=C1NC(c2ccccc2)=N/C1=C/c1ccco1
    -2	0	-5	4	-20	-10	6	-9	-6	-25
18. CC1CCN(C(=O)c2nc[nH]c2C(=O)O[C@H](C)c2ccccc2)CC1
    12	13	-1	2	0	-3	5	4	2	7
19. Cn1nc(C(F)(F)F)cc1C(=O)Nc1ccc(-c2ccno2)cc1
    2	-16	1	11	-4	-5	-20	7	-3	-6
20. c1ccc(Sc2nc(N3CCCCC3)nc(N3CCCCC3)n2)nc1
    4	4	1	-2	0	9	6	13	4	-1
21. COc1ccc(O)c(C(=O)CC(=O)c2ccccc2C)c1
    -4	10	-140	-4	-260	1	1	-386	3	-318
22. Cc1ccc(C2C(C#N)=C(N)Oc3n[nH]c(-c4cccs4)c32)cc1 (stereo not drawn)
    32*	14	0	-4	-7	3	4	-3	2	-7
23. CC(=O)c1cccc(NC(=O)N[C@@H](CC(C)C)C(=O)O)c1
    6	1	-3	-7	-1	1	12	-10	2	1
24. CCn1cc2nc(SCC(=O)Nc3ccc(F)cc3F)n(Cc3ccccc3)c(=O)c2n1
    -11	0	4	5	4	4	2	13	3	-5
25. COc1ccccc1CNC(=O)CN(C)S(=O)(=O)c1ccc(F)cc1
    10	-6	-5	14	-2	-6	2	-7	5	0
26. Cc1cccc(NC(=O)CN2CCN(C(=O)c3ccc(OCc4cn5ccccc5n4)cc3)CC2)c1C
    -11	-22	1	2	-1	4	2	-2	-2	-1
27. CCCCN(C)C(=O)c1sc(=O)n(Cc2ccccc2F)c1C
    2	3	-1	7	-1	3	-3	-5	4	-1
28. C=CCC1C=C(Cc2ccccc2)CC(CC=C)N1 (stereo not drawn)
    -6	7	1	-2	-10	9	-6	-11	4	-17
29. COC(=O)[C@]12C[C@H](CC(=O)NCc3cccs3)C(=O)N(Cc3ccc(Cl)cc3Cl)C1=C[C@H](C1CCCC1)O[C@@H]2C
    -12	·	3	·	2	-3	5	12	6	4
30. Cc1c(C)n(C(=O)CN2CCN(c3ccccc3)CC2)c2ccccc12
    1	-7	-3	10	0	5	2	-1	-1	1
31. Cc1ccc(NC(=O)NC(=O)COc2ccc(Cl)cc2Cl)c(C)c1
    -8	4	1	-3	-1	0	11	-2	0	1
32. CCCS(=O)(=O)NC(=O)C1(C)CCN(C(=O)c2ccc3c(c2)OCO3)C1 (stereo not drawn)
    5	-4	-1	8	0	8	-8	2	-1	-1
33. COc1ccc(-n2nc3ccc(N)cc3n2)cc1Cl
    22	12	-119	10	i	-7	72*	-290	3	i
34. CSc1cccc(NC(=S)N(CCC(C)C)C2CCN(C(C)=O)CC2)c1
    13	-10	-2	-5	0	11	1	-4	3	-8
35. COc1ccc(NC(=O)CSCC(=O)Nc2ccc(S(=O)(=O)N3CCCCC3)cc2)cc1
    -12	3	2	0	3	1	0	6	-13	-4
36. COc1cc2nc(CC(C)C)n(NC(=O)c3ccccc3)c(=O)c2cc1OC
    15	3	-3	1	-1	-4	9	2	2	0
37. COc1cc(OC)c(/C=N/NC(=O)c2ccc([N+](=O)[O-])cc2)cc1Br
    -6	-2	-3	-12	4	-8	-4	-2	4	-1
38. CCc1ccc(OCCNC(=O)c2ccccc2SCc2ccc(F)cc2)cc1
    -6	7	3	18	-1	-8	-8	17	3	-3
39. CCCOc1ccc(C(=O)CCNc2cccc(Cl)c2)cc1
    -2	8	-3	7	1	4	3	-2	3	1
40. Cc1cc(CN(C)C(=O)c2cc(COc3ccc(C)c(C)c3)on2)n[nH]1
    -14	-3	1	0	1	0	-2	-2	-2	-11
41. CCN(CC)CCCn1c(=S)[nH]c2cc(OC)c(OC)cc2c1=O
    10	-2	-7	-9	-2	-2	2	-5	2	-2
42. COC(=O)C1CCN(C(=O)c2cc(-c3ccco3)nc3ccccc23)CC1
    -2	-6	-443	9	i	3	11	i	1	i
43. O=C(c1ccncc1)c1ccc([N+](=O)[O-])cc1
    -6	-8	-5	2	4	-3	1	5	3	-3
44. Cc1cccc(NC(=O)CSc2n[nH]c(-c3cccnc3)n2)c1
    1	-6	-1	11	0	-1	0	-1	1	-5
45. CCOC(=O)c1c(C)oc2ccc(OS(C)(=O)=O)cc12
    -19	5	8	6	8	4	-3	7	-8	4
46. CCOC(=O)Cn1c(=NC(=O)C2CC2)sc2c(C)cc(C)cc21
    5	-13	-3	-8	1	-2	-3	3	7	-5
47. O=C(Nc1ccc(-n2nncc2-c2ccco2)cc1)c1cccc(F)c1
    8	1	-3	2	-1	-6	-1	7	2	-2
48. CN(c1ccc(F)cc1)S(=O)(=O)c1ccc(Cl)c(C(=O)Nc2ccc3c(c2)CCC3)c1
    -3	-1	7	-8	3	-8	-20	14	-4	3
49. O=C(CN1CCN(S(=O)(=O)c2ccccc2F)CC1)Nc1ccnn1C1CCCC1
    5	7	-2	-10	1	-6	2	-5	-1	-9
50. O=C(CSc1nnnn1C1CC1)N1CCN(Cc2ccccc2F)CC1
    4	15	-5	-2	1	0	-2	-13	4	-4
51. O=C(NCC(=O)N1CCC(N2CCCCC2)CC1)C1CCCCC1
    -9	-4	-2	3	3	4	8	0	-1	2
52. COc1c(C)cc(C(O)c2ncc(-c3cccc(F)c3)[nH]2)cc1C (stereo not drawn)
    4	3	2	1	6	1	2	6	8	4
53. Cc1c(C(=O)O)oc2ccc(S(=O)(=O)NCc3ccc4c(c3)OCO4)cc12
    -2	8	-1	-1	-2	0	5	-1	4	0
54. CSc1nc(C(=O)N2CCc3c([nH]c4ccccc34)C2c2ccccn2)cs1 (stereo not drawn)
    3	2	6	0	5	-2	-2	18	-4	1
55. Cc1ccc(-n2c(-c3ccncc3)nnc2-c2ccco2)cc1
    -4	-18	-10	-2	-38	-2	-7	-10	3	-56
56. Cc1c(NS(=O)(=O)c2cc(C(=O)N3CCCC(C)C3)ccc2Cl)c(=O)n(-c2ccccc2)n1C (stereo not drawn)
    9	0	1	-11	9	-2	5	-8	-4	6
57. CCC(NC(=O)C1(C)CC1(Br)Br)c1ccc(C)cc1 (stereo not drawn)
    5	-2	-3	-5	1	-1	-1	1	-3	2
58. COc1ccc(-c2nnc(-c3ccc(N)cc3)o2)cc1
    -15	12	-95	7	i	-3	10	-338	1	i
59. CCCNc1cc(=O)n(C)c(=O)n1C
    13	5	-4	-8	1	5	0	-1	3	0
60. COc1ccc(NC(=O)CC2C(=O)N(c3ccccc3)C(=O)N2Cc2ccco2)cc1 (stereo not drawn)
    5	8	-2	-1	-2	3	3	5	-1	1
61. CCOc1cc(/C=C/c2nc3cc(C)c(C)cc3s2)ccc1OCC(=O)N1CCOCC1
    8	1	-8	-11	-40	0	-10	-15	-7	-58
62. O=C(NCC(c1ccco1)N1CCc2ccccc21)c1ccccc1 (stereo not drawn)
    7	-6	0	-4	1	-4	23*	2	9	0
63. CC(C)(C)OC(=O)C[C@@H]1C/C=C\C[C@@H](CC(=O)NCCO)C(=O)N[C@H](C(C)(C)C)COC1=O
    1	8	1	3	2	-7	2	1	-4	2

One compound at a time (already shown). Values in the order: TDP2 inh	ASAP1 GAP inh	ADAM17 inh	ARFGAP1 inh	PLC-gamma1 inh	DDE Tn6 FP inh	SIAE primary	ADAM10 inh	DDE Tn7 FP inh	PLCb3 inh
Profile of CCCNc1cc(=O)n(C)c(=O)n1C : 13	5	-4	-8	1	5	0	-1	3	0
Profile of O=C(CN1C(=O)c2ccccc2C1=O)Nc1ccc(Cl)cn1 : -15	-8	5	6	8	-4	-1	11	-10	4
